Screening data (PubChem)
NTMT1 inh – NTMT1 methyltransferase inhibition. hit rate 2.5% among 59,000. Potency, µM (doses to about 114 µM), for the others: at the top dose activity change, negative = inhibition, hits mostly inhibitors. NTMT1 MTase-Glo SAH luminescence, purified enzyme. Q9BV86;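 also: plate controls were DMSO vehicle for no effect and no enzyme for full effect; nearly all actives have a fitted effect of over 65% in size; many of its hits are not listed in these tables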
Target sequence (Q9BV86 whole entry, looked up): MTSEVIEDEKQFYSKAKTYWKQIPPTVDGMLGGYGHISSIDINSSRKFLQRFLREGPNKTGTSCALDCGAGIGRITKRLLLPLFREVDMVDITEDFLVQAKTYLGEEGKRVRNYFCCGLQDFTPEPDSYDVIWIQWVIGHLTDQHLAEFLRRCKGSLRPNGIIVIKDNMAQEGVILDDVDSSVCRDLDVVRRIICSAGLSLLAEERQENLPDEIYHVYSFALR
FH mod – Identification of activators of human fumarate hydratase by quantitative high-throughput screening. Fumarate hydratase, mitochondrial (Homo sapiens), P07954. FH coupled MDH/diaphorase resazurin fluorescence, 15 min. Potency, µM (doses to about 79.9 µM), for inactives: at the highest dose activity change, negative = inhibition, usual class: inhibitors. hit rate 0.22% among 54,000; also: the screen sought activators but most active calls are inhibition curves; nearly all actives have a fitted effect of over 45% in size
Target sequence (P07954 whole entry, looked up): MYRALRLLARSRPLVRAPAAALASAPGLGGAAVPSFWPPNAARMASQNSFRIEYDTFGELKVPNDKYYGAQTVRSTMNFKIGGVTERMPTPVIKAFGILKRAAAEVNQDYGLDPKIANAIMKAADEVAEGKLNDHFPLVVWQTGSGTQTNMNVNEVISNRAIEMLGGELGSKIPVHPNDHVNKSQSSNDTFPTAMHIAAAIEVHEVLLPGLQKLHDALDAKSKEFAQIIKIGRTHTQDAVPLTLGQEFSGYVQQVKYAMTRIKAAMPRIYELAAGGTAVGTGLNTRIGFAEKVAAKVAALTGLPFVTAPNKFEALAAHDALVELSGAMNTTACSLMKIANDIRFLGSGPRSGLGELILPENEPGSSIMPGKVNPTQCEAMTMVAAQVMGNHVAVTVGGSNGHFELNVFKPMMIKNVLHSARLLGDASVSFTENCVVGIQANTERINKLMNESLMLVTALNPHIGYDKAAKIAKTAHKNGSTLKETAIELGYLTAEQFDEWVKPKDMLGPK
Active calls of the source: *; ? = inconclusive; & = joins results of further samples; [ ] = another dose, or the depositor's remark. Calls follow the shape of the dose curve; as a rule, active = well fitted curve in the direction sought with a large enough effect; inconclusive = small, poorly fitted or top-dose-only effect, or another doubt; inactive = no such curve, though single readings can be large; an effect the other way counts as inactive or inconclusive. Unless noted, % is scaled to controls: 0 for no effect and ±100 for the full control effect; potency is read from the fitted curve at half-maximal effect.

compound | NTMT1 inh | FH mod
CC(C)c1ccc2c(c1)[C@H](O)CC1[C@@](C)(C(=O)O)CCC[C@]21C (stereo not given in full) | 3.7%[29.8 µM] | -3.0%[53.3 µM]
CC1(C)S[C@@H]2[C@H](NC(=O)Cc3ccccc3)C(=O)N2[C@H]1C(=O)O (tested in a mixture with another compound) | 27.7%[57.5 µM] | 0.0%[53.3 µM]
CC(C)=CCC[C@](C)(O[C@@H]1O[C@H](CO[C@@H]2OC[C@H](O)[C@H](O)[C@H]2O)[C@@H](O)[C@H](O)[C@H]1O)[C@H]1CC[C@]2(C)[C@@H]1[C@H](O)C[C@@H]1[C@@]3(C)CC[C@H](O[C@@H]4O[C@H](CO)[C@@H](O)[C@H](O)[C@H]4O[C@@H]4O[C@H](CO)[C@@H](O)[C@H](O)[C@H]4O)C(C)(C)[C@@H]3CC[C@]12C | 12.2%[29.8 µM] | 2.7%[53.3 µM]
COc1ccc(CCO[C@@H]2O[C@H](CO[C@@H]3OC[C@H](O)[C@H](O)[C@H]3O)[C@@H](O)[C@H](O)[C@H]2O)cc1 | ? | -0.3%[53.3 µM]
CC(O)CCc1ccc(O[C@@H]2O[C@H](CO)[C@@H](O)[C@H](O)[C@H]2O)cc1 (stereo not given in full) | -2.1%[29.8 µM] | 3.0%[53.3 µM]
CN(C)CCOC(c1ccccc1)c1ccc(Br)cc1 (stereo not given) | -14.5%[57.5 µM] | -10.7%[53.3 µM]
CC(=O)O[C@H]1CC[C@@]2(CI)C(=CC[C@@H]3[C@@H]2CC[C@]2(C)[C@@H]([C@H](C)CCCC(C)C)CC[C@@H]32)C1 | -3.0%[12.6 µM] | 10.3%[13.5 µM]
CN[C@@H]1[C@@H](O)[C@@H](O[C@@H]2[C@@H](O)[C@H](O[C@H]3O[C@H](CN)[C@@H](O)[C@H](O)[C@@H]3O)[C@@H](N)C[C@@H]2NC(=O)[C@@H](O)CN)OC[C@]1(C)O | -11.1%[57.5 µM] | 5.5%[53.3 µM]
CC[C@]12CCCN3CCc4c(n(c5ccccc45)C(=O)C1)[C@@H]32 | -7.8%&9.8%[57.5 µM] | 1.7%
CN1CCN(C(=O)c2ccc3cc(CCNc4ncnc5ccc(C#N)cc45)ccc3c2)CC1 | -11.7%[57.5 µM] | 3.9%
CC1(C)CC[C@]2(C(=O)O)CC[C@]3(C)C(=CCC4[C@@]5(C)C[C@@H](O)[C@H](O)C(C)(C)C5CC[C@]43C)C2C1 (stereo not given in full) | 17.4%[29.8 µM] | -7.5%[53.3 µM]
CC1CC(C(O)C(C)(C)O)OC2CC3(C)C4(C)CCC5C(C)(C)C(=O)CCC5(C)C4CCC3(O)C12O (stereo not given) | 5.0%[29.8 µM] | 6.2%[53.3 µM]
COc1ccc(/C=C/C(=O)O[C@@H]2[C@@H](O)[C@@H](O)[C@H](O[C@H]3[C@@H]4C=CO[C@@H](O[C@@H]5O[C@H](CO)[C@@H](O)[C@H](O)[C@H]5O)[C@@H]4[C@@]4(CO)O[C@@H]34)O[C@H]2C)cc1 | -14.1%[12.6 µM] | 6.6%[20.6 µM]
O=C(Nc1cccc(C(F)(F)F)c1)Nc1ccc(Br)cc1-c1nn[nH]n1 | 3.8%[57.5 µM] | -7.2%
O=C(O)Cc1ccc(CCNS(=O)(=O)c2ccc(Cl)cc2)cc1 | ? | 2.8%[53.3 µM]

(cont.)
compound | NTMT1 inh | FH mod
O=C(O[C@H]1[C@@H]2C[C@@H]3OC[C@@](O)([C@H]2[C@H](O[C@@H]2O[C@H](CO)[C@@H](O)[C@H](O)[C@H]2O)O3)[C@@H]1O)c1ccccc1 | 5.6%[29.8 µM] | -1.0%[53.3 µM]
O=C(OCC(COC(=O)c1cccnc1)(COC(=O)c1cccnc1)COC(=O)c1cccnc1)c1cccnc1 | 7.7%[57.5 µM] | 3.0%[53.3 µM]
O=C(NC/C=C/CN1CCN(c2cccc(Cl)c2Cl)CC1)c1ccc(-c2ccccn2)cc1 | -0.3%[57.5 µM] | -20.4%
C[C@@H]1O[C@@H](O[C@@H]2[C@@H](O)[C@H](O[C@H]3[C@H](O[C@H]4CC[C@@]5(C)C(CC[C@]6(C)C5CC=C5[C@@H]7CC(C)(C)CC[C@]7(C(=O)O[C@@H]7O[C@H](CO)[C@@H](O)[C@H](O)[C@H]7O)CC[C@]56C)C4(C)C)O[C@H](C(=O)O)[C@@H](O)[C@@H]3O)OC[C@H]2O)[C@H](O)[C@H](O)[C@H]1O (stereo not given in full) | -11.7%[12.6 µM] | 5.6%[20.6 µM]
NC(=O)c1cnc(NCCc2ccc(O)c(Cl)c2)nc1NCc1ccccc1 | ? | -22.4%
[O-][n+]1cccc(/C(Cl)=N/OC[C@@H](O)CN2CCCCC2)c1 | 22.3%[57.5 µM] | -0.2%[53.3 µM]
CC[C@H](C)C(=O)O[C@H]1C[C@@H](C)C=C2C=C[C@H](C)[C@H](CC[C@@H]3C[C@@H](O)CC(=O)O3)[C@H]21 | ? | -3.1%&5.6%&-9.6%[53.3 µM]
COCCCCC(=NOCCN)c1ccc(C(F)(F)F)cc1 | -21.1%[57.5 µM] | -4.5%[53.3 µM]
CC1(C)O[C@@H]2C[C@H]3[C@@H]4CCC5=CC(=O)C=C[C@]5(C)[C@@H]4[C@@H](O)C[C@]3(C)[C@]2(C(=O)CO)O1 | ? | -2.3%[53.3 µM]
CC/C=C\CCO[C@@H]1O[C@H](CO)[C@@H](O)[C@H](O)[C@H]1O | -16.5%[57.5 µM] | -7.2%
Oc1c(Cl)cc(Cl)c(Cl)c1Cc1c(O)c(Cl)cc(Cl)c1Cl | 31.6µM* | ?
CCOC(=O)c1c2c3c(cccc3[nH]c1=O)C(=O)c1ccccc1-2 | 20.4% | 23.7%
Cc1ccc(CCn2c3c(c4cc(Cl)ccc42)CN(C)CC3)cn1 | ? | 6.2%[53.3 µM]
Nc1nnc(-c2cccc(Cl)c2Cl)c(N)n1 | 2.7% | -9.9%&4.7%&4.5%[53.3 µM]
C1CCN2CC3C[C@@H](CN4CCCC[C@@H]34)[C@H]2C1 | 12.8%[57.5 µM] | 6.0%

Remaining list, next part.
compound | NTMT1 inh | FH mod
CC(=O)OC1C[C@]2(C)C(O)CC(C)=C[C@H](OC(=O)c3ccc(O)cc3)C2[C@]1(O)C(C)C (stereo not given in full) | 2.5%[29.8 µM] | 3.0%[53.3 µM]
COc1ccc([C@H]2Cc3cccc(O)c3C(=O)O2)cc1 | 7.9%[57.5 µM] | -0.3%
CS(=O)(=O)CCNCc1nc(-c2ccc3ncnc(Nc4ccc(OCc5cccc(F)c5)c(Cl)c4)c3c2)cs1 | 16.7%[29.8 µM] | 11.2%[13.5 µM]
COc1cc(N2CCN(C)CC2)ccc1Nc1nccc(-c2cn(C)c3cnccc23)n1 | -19.3% | -6.7%
C=C1C[C@@]23CCC4[C@@](C)(CCC[C@@]4(C)C(=O)OC)C2CC[C@@H]1C3 (stereo not given in full) | 1.2%[29.8 µM] | -0.3%[53.3 µM]
C=C1/C(=C/C=C2\CCC[C@]3(C)[C@@H]([C@H](C)CC[C@@H](O)C(C)(C)O)CC[C@@H]23)C[C@@H](O)C[C@@H]1O | -27.3%[57.5 µM] | -3.3%
C=CCNC1=C2C[C@@H](C)C[C@H](OC)[C@@H](O)[C@@H](C)C=C(C)[C@H](OC(N)=O)[C@@H](OC)C=CC=C(C)C(=O)NC(=CC1=O)C2=O | -4.3%[57.5 µM] | -4.6%[53.3 µM]
C=C[C@@](C)(CCC=C(C)C)O[C@@H]1O[C@H](CO[C@@H]2OC[C@H](O)[C@H](O)[C@H]2O)[C@@H](O)[C@H](O)[C@H]1O | -5.4%[29.8 µM] | -6.9%[53.3 µM]
CC[C@]12C=CCN3CC[C@@]4(c5cc([C@@]6(C(=O)OC)C[C@H]7C[C@@H](C(C)(F)F)CN(Cc8c6[nH]c6ccccc86)C7)c(OC)cc5N(C)[C@H]4[C@@](O)(C(=O)OC)[C@H]1OC(C)=O)[C@@H]32 | ? | -0.3%[53.3 µM]
CC(=O)O[C@@H]1CC2C(C)(C)C(=O)C=C[C@]2(C)C2CC[C@@]3(C)[C@H](c4ccoc4)OC(=O)[C@H]4O[C@]43[C@@]21C (stereo not given in full) | 5.4%[29.8 µM] | 3.7%[53.3 µM]
COc1cc(C(C)=O)ccc1OCCCN1CCC(c2noc3cc(F)ccc23)CC1 | ? | 3.6%&11.1%[53.3 µM]
CC1=C(COC2OC(CO)C(O)C(O)C2O)C(C(CO)C(=O)O)CC1 (stereo not given) | 2.9%[29.8 µM] | 8.2%[53.3 µM]
COc1cc(Nc2ccc([N+](=O)[O-])cc2C(=O)O)cc2ccccc12 | -6.8%[57.5 µM] | -15.4%
O=C(NC1CCN(CC(F)(F)F)CC1)c1ccc(-c2cccc(F)c2)nc1 | -4.5%[57.5 µM] | 15.5%
C=C1C(OC(C)=O)CCC2(C)CC3(OC)OC(=O)C(C)=C3CC12 (stereo not given) | -5.5%[29.8 µM] | 7.0%[53.3 µM]

Record cards, from the list above. Screens in order: NTMT1 inh | FH mod
`CC(=O)O[C@@H]1CC2C(C)(C)C(=O)C=C[C@]2(C)C2CC[C@@]3(C)[C@H](c4ccoc4)OC(=O)[C@H]4O[C@]43[C@@]21C` (stereo not given in full) is listed with 5.4%[29.8 µM] | 3.7%[53.3 µM]
`COc1cc(Nc2ccc([N+](=O)[O-])cc2C(=O)O)cc2ccccc12` is listed with -6.8%[57.5 µM] | -15.4%
`C=C1C(OC(C)=O)CCC2(C)CC3(OC)OC(=O)C(C)=C3CC12` (stereo not given) is listed with -5.5%[29.8 µM] | 7.0%[53.3 µM]
`C=C[C@@](C)(CCC=C(C)C)O[C@@H]1O[C@H](CO[C@@H]2OC[C@H](O)[C@H](O)[C@H]2O)[C@@H](O)[C@H](O)[C@H]1O` is listed with -5.4%[29.8 µM] | -6.9%[53.3 µM]
`CS(=O)(=O)CCNCc1nc(-c2ccc3ncnc(Nc4ccc(OCc5cccc(F)c5)c(Cl)c4)c3c2)cs1` is listed with 16.7%[29.8 µM] | 11.2%[13.5 µM]

Remaining list, next part.
compound | NTMT1 inh | FH mod
C#C[C@]1(O)CC[C@H]2[C@@H]3CCc4cc(OC5CCCC5)ccc4[C@H]3CC[C@@]21C | 15.6%[57.5 µM] | ?
CC(C)(C)C(O)/C=C/c1ccc2c(c1)OCO2 (stereo not given) | -15.3%[57.5 µM] | -9.2%[53.3 µM]
C=CC(=O)Nc1cccc(CN2C(=O)N(c3c(Cl)c(OC)cc(OC)c3Cl)Cc3cnc(NCCCCN(CC)CC)nc32)c1 | 1.3%[57.5 µM] | -0.6%
Nc1nc(N)c(N=O)c(OCC2CCCCC2)n1 | -5.6%[57.5 µM] | -10.5%&-23.0%[53.3 µM]
NC1(Cc2ccc(Cl)cc2)CCN(c2ncnc3[nH]ccc23)CC1 | ? | -1.1%
CN(C)C(=O)COC(=O)Cc1ccc(OC(=O)c2ccc(N=C(N)N)cc2)cc1 | ? | -10.0%&2.5%[53.3 µM]
CC[N+]1(C/C2=C/CCCCCC2)CCC(NC(=O)C2c3cc(Cl)ccc3Oc3ccc(Cl)cc32)CC1 (stereo not given) | ? | 1.8%
C=C(C)[C@@H](C)[C@H]1O[C@]23C[C@]4(CO2)C(CCC2[C@@]5(C)CC[C@H](O[C@@H]6OC[C@H](O)[C@H](O[C@@H]7O[C@H](CO)[C@@H](O)[C@H](O)[C@H]7O)[C@H]6O[C@@H]6O[C@@H](CO)[C@H](O)[C@H]6O)C(C)(C)C5CC[C@]24C)C3[C@@](C)(O)[C@@H]1OC(C)=O (stereo not given in full) | -3.8%[12.6 µM] | 4.4%[20.6 µM]
CN(C)CCNC(=O)c1cccn2c(=O)c3cc4ccccc4cc3nc12 | -14.2%[29.8 µM] | -13.4%[13.5 µM]
Cc1cc(N)c2cc(NC(=O)Nc3ccc4nc(C)cc(N)c4c3)ccc2n1 | 20µM* | 22.7%[53.3 µM]
COc1cc(O)cc(OC2OC(CO)C(O)C(O)C2O)c1 (stereo not given) | 4.8%[57.5 µM] | 4.5%
C=C[C@@H]1[C@H](O[C@@H]2O[C@H](CO)[C@@H](O)[C@H](O)[C@H]2O)OC=C(C(=O)O)[C@H]1CCOC(=O)/C=C/c1ccc(O)c(O)c1 | 2.5%[29.8 µM] | -7.9%[53.3 µM]
C=CCc1cc(OC)c(O)c(C(=O)NCCO)c1 | 5.2%&17.1%[57.5 µM] | 7.8%&-5.1%[53.3 µM]
CC(C(O)c1ccccc1)N(C)CCOC(c1ccccc1)c1ccccc1 (stereo not given) | 22.0%[57.5 µM] | -7.2%[53.3 µM]
Cc1ccc(NC(=O)c2ccc(CN3CCN(C)CC3)cc2)cc1Nc1nccc(-c2cccnc2)n1 | ? | 0.9%

More structures.
compound | NTMT1 inh | FH mod
Nc1ncnc2c1c(I)cn2C1OC(CO)C(O)C1O (stereo not given) | 1.41µM* | 7.5%
Cc1cnc(Nc2ccc(F)cc2Cl)nc1-c1c[nH]c(C(=O)N[C@H](CO)c2cccc(Cl)c2)c1 | 9.1% | -19.0%
COC1CCC(C(=O)c2ccc3nc4c(cc3c2)CCCO4)CC1 (stereo not given) | -12.8%[57.5 µM] | -2.4%[53.3 µM]
CC1(C)CC[C@]2(C(=O)O)CC[C@]3(C)C(=CCC4[C@@]5(C)C[C@@H](O)[C@H](O)C(CO)(CO)C5CC[C@]43C)C2[C@@H]1O (stereo not given in full) | -12.1%[29.8 µM] | 0.6%[53.3 µM]
C[N+]1(C)CCC(OC(=O)C(O)(c2ccccc2)C2CCCC2)C1 (stereo not given) | 12.1%[57.5 µM] | 5.1%[53.3 µM]

The list is partial; count on the stated rates, not on these rows.
